# Bioassay records (PubChem BioAssay)
# PMI act hi M6P – activators of human phosphomannose isomerase at near-saturating mannose 6-phosphate | coupled PMI enzyme assay, resazurin fluorescence, 20 min; active compounds read high; 1 = untreated enzyme, 0 = substrate-free blank | P34949 | 190,000 tested, 0.34% active | activation factor at 20 µM;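 active = activation factor of 2 or more at 20 µM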
# Target sequence (P34949 whole entry, looked up): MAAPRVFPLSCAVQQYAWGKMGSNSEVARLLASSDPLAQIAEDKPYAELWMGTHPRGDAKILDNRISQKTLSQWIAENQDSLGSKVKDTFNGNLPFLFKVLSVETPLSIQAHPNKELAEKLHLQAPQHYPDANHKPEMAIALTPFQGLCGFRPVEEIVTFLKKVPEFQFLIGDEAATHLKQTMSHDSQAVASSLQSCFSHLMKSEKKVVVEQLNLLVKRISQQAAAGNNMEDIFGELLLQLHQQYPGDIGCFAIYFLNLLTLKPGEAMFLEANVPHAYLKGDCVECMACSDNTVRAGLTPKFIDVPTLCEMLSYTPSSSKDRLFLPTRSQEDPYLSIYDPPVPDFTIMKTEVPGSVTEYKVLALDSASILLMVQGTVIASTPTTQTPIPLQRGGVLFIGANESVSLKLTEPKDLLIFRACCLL
#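 Material: human phosphomannose isomerase with PGI, G6PDH, diaphorase coupling enzymes / Reagent: Man-6-P substrate 1.0 mM / Dosing: single compound dose of 20 µM, 1% DMSO final / Incubation: enzyme reaction with compound 20 min at room temperature / Signal: resorufin fluorescence (Ex 544/Em 590 nm) from resazurin via diaphorase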
# Hsp70 activator – Hsp70 transcriptional activation, primary screen | HeLa Hsp70 promoter luciferase reporter, luminescence; scaled: vehicle 0, proteasome-inhibitor control 100% | activation, % at 10 µM | 200,000 tested, 0.04% active | AID 1203;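 active = activation above the mean across all tested compounds plus 3 SD, cutoff set per campaign, cut at about 5.5% in these data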;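 also: 100% = MG132 at 30 µM as the positive control and 0% = DMSO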
# DTT redox prof – compounds producing H2O2 with reducing agent – biochemical, NIH compound library profiling, artefact control for MLSCN library redox annotation, primary screen; DTT-dependent redox cycling H2O2, phenol red/HRP absorbance; 100% = 100 µM peroxide control, 0% = buffer; activation, % at 10 µM; 200,000 tested, 0.03% active;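 active = activation of at least 50% relative to the plate's high and low controls in the primary single-dose screen; inactive = activation below 50%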;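 also: compound incubated with DTT at 0.8 mM final as the reducing agent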
# L major viab – inhibitors of Leishmania major promastigote growth; AID 1063; inhibition, % at 10 µM; Leishmania major promastigotes, resazurin fluorescence viability; 200,000 tested, 9% active; in the data active = inhibition above about 50%;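 also: promastigotes grown with compound for 44 hours at 28 °C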
# Efa HMGR inh – blocks class II HMG-CoA reductase of Enterococcus faecalis; purified E. faecalis HMGR, NADPH absorbance 340 nm kinetic; AID 1066; 190,000 tested, 0.41% active; inhibition, % at 10 µM;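 active = inhibition above a set limit, the median over all tested compounds plus 3 SD, cut at about 9.5% in these data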;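 also: enzyme runs in reverse so mevalonate oxidation gives rising NADPH absorbance; 0% = complete reaction with DMSO and 100% = background rate lacking mevalonate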
# TNAP inh noacc – TNAP (human) inhibition, acceptor-free conditions; P05186; purified TNAP, CDP-star luminescence, 30 min; inhibition, % at 20 µM; 200,000 tested, 0.26% active; AID 1012;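 active = tissue-nonspecific alkaline phosphatase inhibition above about 50% at 20 µM in the single-dose screen, limit read from the data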;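 also: 0% = DMSO negative control and 100% = EDTA positive control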
# TNAP inh hi DEA – inhibitors of human TNAP at high phosphate acceptor concentration; purified TNAP, CDP-star luminescence, 1 M DEA; inhibition, % at 20 µM; 200,000 tested, 0.03% active; AID 1135;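 active = over 50% inhibition of tissue-nonspecific alkaline phosphatase at 20 µM in the single-dose screen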;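 also: plate controls were DMSO wells for no effect and EDTA-quenched wells as full inhibition for full effect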
# RAM network inh – inhibitors of the yeast RAM network. AID 868. S. cerevisiae dse1pr::URA3 reporter, 5-FOA growth OD615, 2 d; analog-sensitive cbk1-as2 kinase mutant strain. inhibition, % at 50 µM. 190,000 tested, 1.8% active;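 active = inhibition above a set limit, 3 SD over mean compound inhibition, cut at about 8.4% in these data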;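 also: 0% = DMSO-only wells with no growth and 100% = 10 µM 1-NA-PP1 full growth; inhibition rescues growth on 5-FOA so higher OD means more RAM inhibition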
# S1P3 antag – antagonists of human S1P3 receptor; Q99500; CHO S1P3 NFAT-BLA reporter, FRET fluorescence, antagonist mode; 170,000 tested, 0.27% active; AID 485; inhibition, % at 4.98 µM;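 active = inhibition above the plate cutoff, the mean inhibition of test wells on that plate plus 3 SD, cut at about 28% in these data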;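 also: cells challenged with S1P at its EC80 of 0.8 µM; blue over green emission ratio from cleaved BLA substrate after 4 h stimulation; 0% = S1P-stimulated wells and 100% = unstimulated DMSO-only wells; some compounds past the cut are filed as inactive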
# Target sequence (Q99500 whole entry, looked up): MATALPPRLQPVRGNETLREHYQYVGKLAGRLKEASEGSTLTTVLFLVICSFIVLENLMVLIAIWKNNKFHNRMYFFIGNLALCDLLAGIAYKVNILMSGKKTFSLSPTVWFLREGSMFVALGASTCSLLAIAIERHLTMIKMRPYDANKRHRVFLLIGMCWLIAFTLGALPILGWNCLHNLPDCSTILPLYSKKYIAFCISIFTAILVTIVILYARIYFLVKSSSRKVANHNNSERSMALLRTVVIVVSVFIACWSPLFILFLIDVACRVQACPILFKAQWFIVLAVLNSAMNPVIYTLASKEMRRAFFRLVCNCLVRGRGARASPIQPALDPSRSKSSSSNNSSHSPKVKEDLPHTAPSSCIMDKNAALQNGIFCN
# PMI act – phosphomannose isomerase (human) activation; P34949; purified human PMI, coupled resazurin fluorescence, 20 min; active compounds read high; 1 = vehicle control, 0 substrate-free wells; activation factor at 20 µM; 190,000 tested, 0.005% active; AID 1214;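 active = activation factor of 2 or more at 20 µM, relative to plate controls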
# Numbers without * were called inactive; nt = no result given. Random draw from the library (roughly 12% active in at least one column).
compound	PMI act hi M6P	RAM network inh	S1P3 antag	L major viab	PMI act	DTT redox prof	TNAP inh noacc	Hsp70 activator	Efa HMGR inh	TNAP inh hi DEA
COc1cccc(CNS(=O)(=O)c2ccc(S(=O)(=O)N3CCCC3)cc2)c1	nt	2.9	-21	-3	nt	-0.9	-6	-0.2	-6	-4
O=C(NNc1nc(Nc2ccccc2)nc(N2CCOCC2)n1)Nc1ccc(Cl)cc1	1	3.7	-11	8	1	-0.4	-31	-0.5	3	-6
Cc1ccc(-c2cc(NC(=O)CSc3n[nH]c(N)n3)n(-c3ccccc3)n2)cc1	1	0.0	nt	34	1	-0.6	-19	0.0	-7	-2
CCC(C)C(=O)Nc1nc2ccc(S(C)(=O)=O)cc2s1 (stereo unspecified)	1.1	0.4	10	-2	1.1	-0.1	-7	-0.3	-5	4
O=C(C1CCN(S(=O)(=O)c2ccc(F)cc2)CC1)N1CCOCC1	1.1	0.1	-11	-7	1.1	0.0	-11	0.0	-2	-6
CCc1ccccc1N1C(=O)C2CC=CCC2C1=O (stereo unspecified)	0.9	2.2	12	-1	0.9	-0.6	-14	-0.1	2	-4
O=C(c1ccc2ccccc2c1)C1CCCN(C(=O)CN2C(=O)CSC2=O)C1 (stereo unspecified)	1.1	0.8	-8	1	1	1.2	-11	0.1	-2	-8
CC(=O)Nc1ccc(-c2csc(NNC(=O)c3ccc(C)cc3)n2)cc1	1.5	7.5	-3	9	1.4	-0.8	-11	-0.4	0	4
COc1ccc(NC(=O)CSc2nc(O)cc(=O)n2C)cc1	1	0.5	nt	-7	0.9	0.2	-15	-0.4	-6	-4
O=C(CN1C(=O)CSc2ccccc21)Nc1ccc2c(c1)OCCO2	1	0.6	nt	0	0.9	-0.1	-8	-0.2	0	0
O=C(Nc1ccc(Cl)cc1Cl)C1CCC(=O)N1Cc1ccccc1Cl (stereo unspecified)	1	1.1	nt	8	1	1.7	-5	-0.5	-8	-1
CCCNC(=O)COc1cccc(C(=O)NCc2ccccc2)c1	1	1.6	7	-6	1	0.1	-4	-0.4	-3	0
CCOc1ccc(CC(=O)N2N=C(C)CC2(O)C(F)(F)F)cc1 (stereo unspecified)	1	2.0	4	-4	1	-0.2	-4	0.0	3	2
CCOc1ccc(CCNC(=O)Cn2c(=O)oc3ccccc32)cc1OCC	0.9	2.5	nt	3	0.9	0.0	-6	-0.3	-10	-2
COc1ccc(/C=C2\CCCC3C2=NN(C(=O)COC(=O)CNC(=O)c2ccccc2)C3c2ccc(OC)cc2)cc1 (stereo unspecified)	1	4.2	nt	13	1	0.1	0	-0.3	-1	-10
Cc1cc(C)c2c(CN3CCN(Cc4ccc5c(c4)OCO5)CC3)cc(=O)oc2c1	0.8	0.3	24	25	0.9	0.6	-6	0.0	-3	-5
COc1ccc(-c2cn3cccc(C)c3n2)cc1F	0.9	0.4	15	15	1	-0.3	-5	-0.3	-6	1
Cc1ccc(C(=O)CC2(O)C(=O)N(CN3CCOCC3)c3ccccc32)cc1 (stereo unspecified)	0.9	-0.1	9	-5	0.9	2.0	-6	0.0	0	2
CCOCCCNC(=O)C(NC(=O)c1ccccc1O)c1ccccc1 (stereo unspecified)	1	0.0	-13	-2	1.1	-0.7	-4	-0.1	8	-6
O=C(NCc1ccc2c(c1)OCO2)c1ccc2c(c1)N(Cc1c(F)cccc1Cl)C(=O)CS2	0.9	2.7	16	29	0.9	-0.2	-9	-0.2	-5	-5
CCOc1ccc(CNC(=O)CCc2cn(Cc3ccccc3)c3ccccc23)cc1	1	13*	-2	1	1	1.1	-4	-0.1	-7	2
COc1cccc2c(SCC(=O)N/N=C/c3ccc(O)cc3O)cc(C)nc12	1	2.9	-5	20	0.9	-1.2	-91	-0.2	6	1
CNc1c(N=Cc2cccnc2)c(=O)n(C)c(=O)n1C	0.8	1.5	14	-8	1	0.1	0	-0.3	1	-1
Cc1ccc(C)c(N2CCN(CC3CC=CCC3)CC2)c1 (stereo unspecified)	1.1	0.6	nt	87*	1	0.2	-17	-0.3	-4	-3
COc1ccc(Cl)cc1-n1c(C)cc(C=O)c1C	1	2.2	nt	78*	1	0.1	-4	-0.4	-2	-2
CC(C)COC(=O)C(N)C(C(=O)OCC(C)C)c1ccccc1 (stereo unspecified)	1	0.1	-28	-2	1	0.5	-16	0.0	0	-7
Cc1cccc2[nH]c(SCC(=O)O)nc12	1.1	0.0	-5	-9	1.1	0.1	-12	0.1	-2	-4
Cc1cc(NC(=O)COC(=O)[C@@H](NS(=O)(=O)c2ccccc2)C(C)C)no1	0.9	1.9	10	0	1	0.0	3	-0.2	1	3
O=C(Cc1ccccc1)c1nc2ccccc2s1	1.9	1.1	-10	-2	1.5	-0.1	1	1.9	1	0
CCOc1cc(CN2CCOCC2)cc(C(C)=O)c1	0.9	-0.5	nt	-3	0.9	1.2	-10	-0.2	0	-4
Cc1ncoc1C(=O)N1CCCC(C(=O)c2cccc(C(F)(F)F)c2)C1 (stereo unspecified)	1.1	0.2	-6	-8	1	-0.1	-5	-0.3	-4	-4
Cc1cc(NC(=O)CCCn2cc([N+](=O)[O-])cn2)n(Cc2ccc(F)cc2)n1	0.9	1.1	-4	-6	1	-0.1	-5	0.2	7	0
O=C(CSCc1cccc(Br)c1)NC1CC1	1.1	-0.1	-15	-4	1.1	-0.1	-15	-0.4	-6	0
CC(=O)c1c(C)nc(-c2ccc(Cl)cc2)nc1N	1	-0.5	-6	41	1	0.3	-27	0.1	-6	-3
c1ccc(-c2nnc(-c3ccccn3)nc2NC2CCCCC2)cc1	1.1	-0.8	nt	100*	1.1	9.5	-2	-0.6	-1	-3
Cc1ccc(Oc2ncnc(N)c2[N+](=O)[O-])cc1C	1	3.0	-9	4	0.9	-0.8	-11	1.2	8	-5
Cc1cc(/C=N/n2cnnc2)c(C)n1-c1cccc(C(=O)O)c1	1.2	3.0	-64	2	1.1	-0.5	-14	0.4	1	-4
COC(=O)c1c(NC(=O)c2cccnc2)sc(C)c1C	1	-1.0	nt	8	1	0.1	1	0.0	-2	0
O=C1CN(C(=O)COC(=O)C2CCN(S(=O)(=O)c3ccccc3C(F)(F)F)CC2)c2ccccc2N1	1.1	1.9	nt	2	1	0.1	-8	-0.1	-1	-5
COc1ccc(-c2csc3ncnc(Oc4cccc5ccc(C)nc45)c23)cc1	0.9	2.8	-126	29	0.9	1.4	-2	-0.3	-2	-1
CCCCc1ccc(S(=O)(=O)N2CCN(C(=O)c3ccco3)CC2)cc1	1	4.8	-7	-4	0.9	0.0	-2	-0.3	0	3
Cc1ccc(C(NC(=O)C2CCCCC2)c2c(O)ccc3ccccc23)cc1 (stereo unspecified)	0.8	2.5	-2	97*	0.8	0.4	-11	-0.4	-2	1
CCn1c(=O)c2cc(C(=O)Nc3cc(C)on3)sc2c2ccccc21	1.1	2.7	1	1	1.1	0.0	-16	-0.1	2	-4
O=C(NCC1CCCO1)c1ccc(CS(=O)(=O)c2ccc(Br)cc2)o1 (stereo unspecified)	1.1	0.7	-22	-9	1	0.1	9	-0.2	1	-4
COc1ccc([N+](=O)[O-])cc1NC(=O)CCN1CCN(C)CC1	1	0.6	-9	2	1	-0.6	-9	-0.2	-1	-3
COc1cccc(-c2nc(CS(=O)(=O)CC(=O)NCc3ccccc3)c(C)o2)c1	1	2.7	-32	-9	0.9	-0.2	-10	-0.2	-9	-3
Cc1ccc(-c2noc(CCC(=O)NCCCN3CCN(c4ccc(F)cc4)CC3)n2)cc1	1	0.3	6	20	1	0.6	-5	-0.1	-5	-4
COc1cccc(N=C2SC(C(=O)Nc3ccccc3F)CC(=O)N2C)c1 (stereo unspecified)	0.9	5.0	-2	20	0.9	-0.3	-4	-0.3	-6	1
CC(=O)N(CN1C(=O)c2ccc([N+](=O)[O-])cc2C1=O)c1ccc(F)cc1	1	0.2	nt	-9	1	0.2	0	0.6	-2	-8
CCCOc1ccccc1C(=O)NC(CO)C(=O)O (stereo unspecified)	1	0.1	nt	-3	1	0.1	-7	-0.4	0	-2

# The listing continues.
compound	PMI act hi M6P	RAM network inh	S1P3 antag	L major viab	PMI act	DTT redox prof	TNAP inh noacc	Hsp70 activator	Efa HMGR inh	TNAP inh hi DEA
Cn1cc(C(CC(=O)O)C(=O)O)c2ccccc21 (stereo unspecified)	1	1.9	nt	3	1	0.0	-11	-0.4	-1	3
COc1ccc(CC(=O)NCc2n[nH]c(=S)n2-c2cccc(Cl)c2)cc1	1	1.5	-20	4	1	-0.6	-1	-0.5	-12	0
Cc1ccc(CNC(=O)Cc2noc3ccccc23)cc1	1	1.0	2	-3	0.9	-1.7	-6	-0.1	-5	2
CSc1cc(C)n(-c2ccccc2)c(=S)c1C(C)=O	0.9	1.1	nt	3	0.9	0.5	-15	-0.3	-3	-8
COc1ccccc1NC(=O)CCSc1nnc(-c2ccncc2)o1	1.4	1.0	-4	4	1.3	-1.2	-9	-0.1	0	-3
CS(=O)(=O)c1ccc(Cl)c(NC(=O)COC(=O)CNC(=O)c2ccc(Br)o2)c1	1	1.6	-24	-3	0.9	-0.2	-9	-0.2	-2	-1
COc1ccccc1NC(=O)C(=O)N/N=C(\C)CC(=O)Nc1ccc(OCc2ccccc2)cc1	1.1	0.7	nt	-1	1.1	1.6	-14	0.1	6	3
CN(Cc1nc(-c2cccnc2)no1)S(=O)(=O)c1ccccc1	1	2.0	-10	-2	1	-1.1	-5	-0.3	-5	-5
Cc1nn(C(=O)c2ccc3c(c2)OCO3)c(N)c1-c1ccccc1	0.9	-1.0	-4	-5	0.8	-0.3	0	-0.2	3	2
Cc1c(/C=N/NC(=O)CNc2ccccc2)c2ccccn2c1C(=O)c1ccncc1	0.9	1.3	11	100*	0.9	0.4	-2	-0.4	-6	8
COc1ccc(CNS(=O)(=O)c2ccc(S(=O)(=O)N3CCCCC3)cc2)cc1	1.1	nt	-4	nt	1.1	nt	-2	nt	nt	-9
Cc1ccc(NC(=O)CSc2nnc(C3CCCCC3)n2N)cc1F	0.9	-0.1	-3	-1	0.9	2.0	-4	-0.1	-4	-3
CN1CCN(Cc2c(O)ccc3c(=O)c(Oc4ccccc4Cl)c(C(F)(F)F)oc23)CC1	1	0.1	-16	99*	1	-1.1	0	-0.4	0	-6
CC(C)NC(=O)C1CCN(C2CCN(Cc3nc(C(C)C)cs3)CC2)CC1	0.9	-0.3	-12	21	0.8	-0.7	-10	-0.1	-5	-6
